# Runt-CBFb FRET: blocks binding of human RUNX1 Runt domain to CBFb | Q01196+Q13951 | Cerulean-Runt/Venus-CBFb FRET ratio 530/480, 1 h | inhibition, % at 20 µM | 0.46% of 220,000 active | AID 1496;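 active = inhibition over about 50% at 20 µM in the single-dose screen, limit read from the data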;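 note: 0% = DMSO wells and 100% = excess unlabeled CBFb competitor control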
#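 test system = Cerulean-Runt domain fusion protein, energy donor | probe or stimulus = Venus-CBFb binding partner, 100 nM | incubation = two 1 h room-temperature incubations shielded from light | detection = fluorescence energy transfer, 422 nm excitation, 530/480 nm emission | measure = loss of energy transfer signal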
# NPY Y1 blocker: blocks the human neuropeptide Y Y1 receptor. P25929. HEK293-CNG Y1 cells, membrane potential fluorescence; NPY at EC95, then isoproterenol. inhibition, % at 3.6 µM. 1% of 200,000 active. AID 1040;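 active = inhibition above the campaign mean inhibition of all tested compounds plus 3 SD, cut at about 20% in these data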;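 note: 0% = DMSO wells given NPY plus isoproterenol and 100% = isoproterenol alone without NPY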
#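 Material: HEK293 cells with Y1 receptor plus CNG channel; times: compound incubation 1 h at room temperature, readout 45 min post-stimulation; signal: fluorescence, membrane potential probe; read-out basis: fluorescence ratio normalized to % inhibition between controls; benchmarks: full-block control isoproterenol-only wells, zero-block control NPY plus isoproterenol wells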
# BaF3 tox: parental Ba/F3 viability inhibition as JAK2V617F counter-screen | CellTiter-Glo ATP luminescence | 1.1% of 220,000 active | inhibition, % at 5.6 µM;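 active = inhibition above a per-campaign cutoff, the mean inhibition of all tested compounds plus 3 SD, cut at about 27% in these data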;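 note: 0% = DMSO wells and 100% = JAK Inhibitor I control wells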
# S1P4 antag: human S1P4 receptor antagonism; S1P4-expressing cells, antagonist mode, reporter read-out; inhibition, % at 4.98 µM; 0.26% of 220,000 active; AID 1510; in the data active = inhibition above about 29%;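 note: 0% = wells stimulated with agonist and 100% = vehicle wells without agonist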
# Target sequence (O95977 whole entry, looked up): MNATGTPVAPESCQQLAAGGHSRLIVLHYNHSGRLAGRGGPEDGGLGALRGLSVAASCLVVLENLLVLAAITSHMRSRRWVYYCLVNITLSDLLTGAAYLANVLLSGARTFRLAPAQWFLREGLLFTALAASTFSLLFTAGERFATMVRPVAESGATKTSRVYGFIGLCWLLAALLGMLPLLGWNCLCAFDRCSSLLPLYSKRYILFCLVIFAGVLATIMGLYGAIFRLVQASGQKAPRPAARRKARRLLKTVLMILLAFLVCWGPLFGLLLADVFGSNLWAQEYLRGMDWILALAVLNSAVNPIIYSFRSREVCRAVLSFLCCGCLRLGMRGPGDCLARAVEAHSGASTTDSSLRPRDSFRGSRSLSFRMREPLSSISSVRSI
# RBBP9 inh: blocks human serine hydrolase RBBP9 | inhibition, % at 7.94 µM | O75884 | recombinant RBBP9, FP-Rh probe fluorescence polarization | AID 1515 | 0.2% of 220,000 active;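 active = inhibition above the campaign mean of all tested compounds plus 3 SD, cut at about 14% in these data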;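 note: plate controls were DMSO wells with RBBP9 for no effect and wells lacking RBBP9 protein for full effect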
# Target sequence (O75884 whole entry, looked up): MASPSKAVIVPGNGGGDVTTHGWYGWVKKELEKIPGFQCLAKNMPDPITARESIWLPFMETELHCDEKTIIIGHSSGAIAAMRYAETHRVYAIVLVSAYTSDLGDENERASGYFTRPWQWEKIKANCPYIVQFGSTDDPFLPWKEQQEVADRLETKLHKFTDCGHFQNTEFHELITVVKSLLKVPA
#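 System: RBBP9 protein | Quantity: 2.5 µM RBBP9 dispensing solution, before mixing | Reagent: FP-Rh probe, 375 nM dispensing solution | Timing: Enzyme-compound preincubation 30 min, then probe labeling 45 min, 25 °C | Measured by: Fluorescence polarization | Read-out: % inhibition | Replication: One well per compound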
# NPY2 pot ag: human NPY-Y2 potentiation or agonism, primary screen | P49146 | cells expressing NPY-Y2, potentiator/agonist read-out | activation, % at 3.6 µM | 0.45% of 220,000 active | AID 1359; in the data active = activation above about 27%;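 note: cells stimulated with NPY near EC25 plus isoproterenol at EC100; 0% = vehicle plus submaximal agonist and 100% = vehicle plus saturating agonist; some results beyond the cut were filed as inactive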
# Target sequence (P49146 whole entry, looked up): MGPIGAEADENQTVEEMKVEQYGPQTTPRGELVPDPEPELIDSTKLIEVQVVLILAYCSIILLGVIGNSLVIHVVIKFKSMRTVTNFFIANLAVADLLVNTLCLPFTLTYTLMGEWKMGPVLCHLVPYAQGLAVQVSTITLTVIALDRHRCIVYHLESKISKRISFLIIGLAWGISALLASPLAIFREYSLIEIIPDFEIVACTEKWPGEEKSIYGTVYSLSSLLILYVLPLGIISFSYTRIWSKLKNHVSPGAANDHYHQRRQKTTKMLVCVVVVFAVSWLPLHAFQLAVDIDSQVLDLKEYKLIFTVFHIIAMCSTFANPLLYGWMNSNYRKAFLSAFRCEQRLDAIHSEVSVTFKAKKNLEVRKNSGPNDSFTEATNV
# Ba/F3 V617F tox: reduce viability of Ba/F3 cells dependent on JAK2V617F. Ba/F3 EpoR-JAK2V617F viability, ATP luminescence. inhibition, % at 5.6 µM. 1.1% of 220,000 active;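 active = inhibition above the campaign mean plus 3 SD over all tested compounds, cut at about 24% in these data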;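 note: cytokine-independent growth of Ba/F3 cells driven by EpoR plus mutant JAK2; 0% = DMSO-treated cells and 100% = JAK inhibitor I control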
# NPY1 pot ag: human NPY-Y1 potentiation or agonism, primary screen; activation, % at 3.6 µM; P25929; 0.37% of 220,000 active; NPY-Y1 expressing cells, potentiator/agonist activation; in the data active = activation above about 33%, passing the limit was not always enough;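 note: cells stimulated with NPY at EC10 then isoproterenol at EC100; 0% = low agonist plus stimulus and 100% = saturating agonist plus stimulus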
# S1P4 agonist: human S1P4 receptor agonism; 0.35% of 220,000 active; S1P4-expressing cell line, agonist reporter assay; activation, % at 4.98 µM; O95977; in the data active = activation above about 11%;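 note: 0% = DMSO vehicle and 100% = reference agonist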
# Active calls of the source: *; nt = no result given.
1) O=C(c1cc2nc(-c3ccco3)cc(C(F)(F)F)n2n1)N1CCN(c2ccc(F)cc2)CC1
2) CCc1ccc2c(c1)/C(=N/N(C)C(=S)NC)C(=O)N2
3) CCc1nc2ccccc2n1Cc1ccc(F)cc1
4) COc1ccc(Nc2nnc(C)c3ccccc23)cc1C(N)=O
5) CC(NC(=O)C12CC3CC(CC(C3)C1)C2)c1ccc2c(c1)OCCO2 (centres undefined)
6) O=C(Cc1ccccc1)NCC(=O)N/N=C/c1ccc(Cl)cc1
Assay by compound	1	2	3	4	5	6
Runt-CBFb FRET	-3	-3	-2	-1	3	-5
NPY Y1 blocker	-5	6	7	5	-3	-3
BaF3 tox	2	0	4	8	3	8
S1P4 antag	-10	-1	-4	-17	1	-7
RBBP9 inh	-5	-2	-10	-3	-3	-4
NPY2 pot ag	8	-7	1	-3	14	2
Ba/F3 V617F tox	0	-2	-3	-4	-2	-1
NPY1 pot ag	3	5	10	17	17	10
S1P4 agonist	2.7	-0.1	0.5	0.6	0.3	0.6

# The final three compounds of the part before come first, to join the parts:
4) COc1ccc(Nc2nnc(C)c3ccccc23)cc1C(N)=O
5) CC(NC(=O)C12CC3CC(CC(C3)C1)C2)c1ccc2c(c1)OCCO2 (centres undefined)
6) O=C(Cc1ccccc1)NCC(=O)N/N=C/c1ccc(Cl)cc1
7) COc1ccc(C2C(C(=O)Nc3ccc(OC)c(OC)c3)c3ccccc3C(=O)N2C)cc1 (centres undefined)
8) CC(=O)c1ccc(-n2cc(-c3ccc(C(C)(C)C)cc3)[n+]3c2SCCC3)cc1
9) CCn1c(CNC(=O)COc2ccc(C(C)C)cc2)nnc1SCC(=O)Nc1ccc(F)cc1
10) COC(=O)c1ccc(CSCC(=O)Nc2ccccc2)cc1
11) CC(=O)N1Cc2ccccc2C(C)CC12CCCC2 (centres undefined)
12) COc1ccccc1NC(=O)c1ccc(NC(=O)CN2C(=O)CN(C)C2=O)cc1
Assay by compound	4	5	6	7	8	9	10	11	12
Runt-CBFb FRET	-1	3	-5	0	0	-16	0	-1	0
NPY Y1 blocker	5	-3	-3	4	3	-2	3	2	7
BaF3 tox	8	3	8	8	62*	5	0	7	-2
S1P4 antag	-17	1	-7	-2	-9	3	-8	-11	0
RBBP9 inh	-3	-3	-4	-1	-3	-2	1	-2	1
NPY2 pot ag	-3	14	2	-21	10	3	4	0	3
Ba/F3 V617F tox	-4	-2	-1	1	55*	-1	3	0	-3
NPY1 pot ag	17	17	10	-14	2	26	-10	-9	1
S1P4 agonist	0.6	0.3	0.6	0.8	0.5	1.7	0.8	1.2	-0.3

13) CCCN1CCN(CCCNC(=O)Cn2nc(-c3ccc(Cl)cc3)ccc2=O)CC1
14) COC(=O)c1ccc(NC(=O)c2cn(-c3cccc(C)n3)cn2)cc1
15) Cc1ccnc(NC(c2ccsc2)c2ccc3ccc(C)nc3c2O)c1 (centres undefined)
16) NC(=O)c1ccccc1OCC(=O)NC12CC3CC(CC(C3)C1)C2
17) O=C1CSC(=S)N1c1cccnc1
18) COc1ccc(C(=O)N/C(=C/c2cccs2)C(=O)NCCCn2ccnc2)cc1OC
Assay by compound	13	14	15	16	17	18
Runt-CBFb FRET	-1	0	15	1	16	0
NPY Y1 blocker	6	8	2	20	2	-2
BaF3 tox	6	5	7	5	0	2
S1P4 antag	-4	4	4	-11	-18	1
RBBP9 inh	-4	0	-5	-2	0	-5
NPY2 pot ag	3	-11	0	-11	2	-1
Ba/F3 V617F tox	1	1	0	-2	-5	0
NPY1 pot ag	-3	0	4	-4	-2	-3
S1P4 agonist	0.6	0.5	0.5	1.9	0.4	1.9

19) COCCn1c(=O)c2c(nc3n2CCN3c2ccc(C)cc2)n(C)c1=O
20) CCc1ccc(N2CC(C(=O)N/N=C/c3cc([N+](=O)[O-])ccc3O)CC2=O)cc1 (centres undefined)
21) Cc1ccc2cc(CN(c3ccc(C)c(C)c3)S(C)(=O)=O)c(=O)[nH]c2c1
22) COCCCNC(=S)Nc1cc(C)c(C)cc1C
23) Cn1cccc1C(=O)NC(=O)COC(=O)c1ccccc1O
24) O=C(Nc1sc2c(c1C(=O)NCc1cccnc1)CCCC2)c1ccco1
Assay by compound	19	20	21	22	23	24
Runt-CBFb FRET	-2	0	-4	-1	2	2
NPY Y1 blocker	6	2	0	nt	10	-7
BaF3 tox	3	-3	4	1	3	4
S1P4 antag	0	-12	-8	4	-15	-7
RBBP9 inh	-9	2	-1	-1	-8	-6
NPY2 pot ag	10	-10	-19	5	-6	-4
Ba/F3 V617F tox	1	-3	-1	-3	5	1
NPY1 pot ag	-5	6	0	12	-2	-5
S1P4 agonist	-1.1	-1.8	0.8	-1.2	1.5	-1.2

25) CCc1ccc(NC2=NCC(c3ccccc3)S2)cc1 (centres undefined)
26) CCOc1ccc(N2C(=O)c3cccnc3C2Nc2ccc(OC)cc2)cc1 (centres undefined)
27) O=C(/C=C/c1ccccc1Cl)Nc1ccc(S(=O)(=O)Nc2ncccn2)cc1
28) CCOc1ccc(C2CC(c3ccccc3)Nc3nc(N)nn32)cc1 (centres undefined)
29) CC(C)(C)C(=O)Nc1ccccc1C(=O)NCc1ccco1
30) CC1Cc2ccccc2N1C(=O)Cn1c(=O)cc(O)c2ccccc21 (centres undefined)
Assay by compound	25	26	27	28	29	30
Runt-CBFb FRET	0	-1	0	-1	1	0
NPY Y1 blocker	4	-1	0	-1	2	-4
BaF3 tox	2	1	7	6	3	7
S1P4 antag	-4	-10	-7	-10	-3	-13
RBBP9 inh	-10	-7	-1	-7	3	-7
NPY2 pot ag	-7	-1	-12	11	5	-3
Ba/F3 V617F tox	1	0	1	-4	0	1
NPY1 pot ag	1	13	0	13	5	-42
S1P4 agonist	1.3	1.7	1.2	1.1	-0.9	-0.5

31) CCn1c(CNC(=O)c2ccccc2F)nnc1SCC(=O)NC1CCCCC1
32) COC(=O)c1ccc(COc2ccccc2/C=N/NS(=O)(=O)c2ccccc2)cc1
33) O=C(O)/C=C/C(=O)NCCc1cccc(Cl)c1
34) Cc1nc(C(C)(C)O)n(-c2ccccc2)n1
35) Cc1ccccc1NC(=O)c1cc([N+](=O)[O-])ccc1NCCN1C(=O)CCC1=O
36) COc1cc([N+](=O)[O-])cc2cc(C(=O)NC(C)(C)C)c(=O)oc12
Assay by compound	31	32	33	34	35	36
Runt-CBFb FRET	1	2	2	0	1	2
NPY Y1 blocker	-1	4	-5	6	1	1
BaF3 tox	2	6	6	3	3	7
S1P4 antag	-13	-5	-14	10	-7	-2
RBBP9 inh	-19	0	-10	0	1	-3
NPY2 pot ag	-11	-23	-15	1	-8	-4
Ba/F3 V617F tox	-1	3	4	0	4	0
NPY1 pot ag	11	-8	-6	-19	11	-9
S1P4 agonist	2.0	0.1	-2.1	0.4	2.1	-0.3

# One compound at a time (already shown).
# Cc1ccccc1NC(=O)c1cc([N+](=O)[O-])ccc1NCCN1C(=O)CCC1=O is listed as Runt-CBFb FRET = 1; NPY Y1 blocker = 1; BaF3 tox = 3; S1P4 antag = -7; RBBP9 inh = 1; NPY2 pot ag = -8; Ba/F3 V617F tox = 4; NPY1 pot ag = 11; S1P4 agonist = 2.1
# COc1cc([N+](=O)[O-])cc2cc(C(=O)NC(C)(C)C)c(=O)oc12 is listed as Runt-CBFb FRET = 2; NPY Y1 blocker = 1; BaF3 tox = 7; S1P4 antag = -2; RBBP9 inh = -3; NPY2 pot ag = -4; Ba/F3 V617F tox = 0; NPY1 pot ag = -9; S1P4 agonist = -0.3

# Next compounds follow.
37) O=C(NC(=S)Nc1ccc(S(=O)(=O)Nc2ncccn2)cc1)c1ccc(Br)cc1
38) CC1CN(S(=O)(=O)c2ccc(C(=O)O)cc2)CC(C)O1 (centres undefined)
39) Cc1nn(-c2ccccc2)c(Cl)c1C(=O)NC1CCCCC1
40) O=S(=O)(c1cccc(-c2nnc3n2CCCCC3)c1)N1CCOCC1
41) Cc1ccc(/C=C(/NC(=O)c2ccccc2)C(=O)NCCc2c[nH]c3ccccc23)o1
42) O=C(N1CCCCC1)C12CC3CC(C1)CC(C(=O)N1CCCCC1)(C3)C2
Assay by compound	37	38	39	40	41	42
Runt-CBFb FRET	3	1	0	-2	3	1
NPY Y1 blocker	3	nt	0	nt	0	5
BaF3 tox	-1	2	2	2	0	9
S1P4 antag	-12	1	-3	0	-27	-6
RBBP9 inh	-2	0	7	3	1	6
NPY2 pot ag	-7	-5	-2	-30	11	5
Ba/F3 V617F tox	-2	-2	-1	-2	-3	0
NPY1 pot ag	-14	11	4	-10	-3	16
S1P4 agonist	-1.8	0.2	0.6	0.6	0.1	-0.3

43) O=C(c1ccc(Cl)cc1)N(Cc1ccccc1F)N1C(=O)CCCC1=O
44) O=C(O)c1ccc(-c2nc(-c3cccc(C(F)(F)F)c3)cs2)cc1
45) Cc1ccc(C(=O)OCc2nnc(-c3ccccc3)o2)o1
46) CCS(=O)(=O)/N=C(\N)c1ccccc1
47) CN(C)C(=O)CSC1c2ccccc2C(=O)N1c1ccccc1 (centres undefined)
48) CCOC(=O)N1CCC(N2Cc3cccc(C(=O)NCC4CCN(CC(C)C)C4)c3C2=O)CC1 (centres undefined)
Assay by compound	43	44	45	46	47	48
Runt-CBFb FRET	2	0	2	-2	-1	-7
NPY Y1 blocker	0	0	12	2	1	4
BaF3 tox	-1	0	-3	6	6	2
S1P4 antag	3	6	21	-1	-7	-18
RBBP9 inh	-10	-4	-8	-6	-9	-2
NPY2 pot ag	-4	-11	-3	10	-7	1
Ba/F3 V617F tox	2	10	-1	3	-1	-3
NPY1 pot ag	-21	4	-11	4	3	8
S1P4 agonist	0.3	-1.1	-1.4	1.8	0.2	1.9

49) Cc1ccc(S(=O)(=O)N(C)C)cc1NC(=O)c1c(-c2c(F)cccc2Cl)noc1C
50) COc1ccc(NC(=S)N2CCCN(Cc3cc(C)ccc3C)C2)cc1
51) O=S(=O)(c1cccc2nonc12)N1CCN(c2cccc(Cl)c2)CC1
52) Cc1ccc(S(=O)(=O)Nc2ccc(N(C)C)cc2)cc1
53) CCOC(=O)C1=C(O)CSC1=Nc1ccc(Cl)cc1
54) CC(C)c1nc2oc3c(NCC4CCCO4)ncnc3c2c2c1COC(C)(C)C2 (centres undefined)
55) CCS(=O)(=O)N1CCCC(C(=O)NCCc2ccc(C)cc2)C1 (centres undefined)
56) O=C(c1cn2ccccc2n1)N1CCc2c([nH]c3ccccc23)C1c1ccccn1 (centres undefined)
Assay by compound	49	50	51	52	53	54	55	56
Runt-CBFb FRET	0	0	3	11	-3	-3	2	1
NPY Y1 blocker	nt	-1	1	0	-3	-3	0	-3
BaF3 tox	5	6	-3	-1	3	1	1	3
S1P4 antag	-17	-8	-3	-5	-19	3	-13	-6
RBBP9 inh	-7	-12	-3	0	-5	-7	-2	0
NPY2 pot ag	5	3	-7	9	13	11	0	7
Ba/F3 V617F tox	-4	1	0	-1	-5	-2	-1	-3
NPY1 pot ag	14	7	-3	11	8	3	-8	17
S1P4 agonist	2.1	-0.6	0.6	1.4	-0.2	-1.1	2.7	0.2
